High-throughput results from PubChem.
Akt phos inh – blocks phosphorylation of Akt; Neuro2A IGF-stimulated pAkt S473 HTRF, 20 min; active compounds read low; activity change, % for hits at 50 µM; hit rate 0.32% among 360,000; in the data active means activity change below about -80%; further: on the % scale 0 is the no-effect control and ±100 the full control effect
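Neuro2A cells (4,500/well, DMEM with 0.5% FBS) were treated with compound at a single 50 µM final concentration, stimulated with 6 nM IGF for 20 min at 37 °C, and lysed. Phospho-Akt Ser473 was read by HTRF as 665/615 ratio ×10^4.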
Abeta yeast res – A-beta toxicity reversal in yeast; AID 1347071; hit rate 0.063% among 410,000; yeast expressing A-beta42, growth rescue, OD600, 48 h; response scale: 0% DMSO, 100% iron-clioquinol control; Potency, µM (doses to about 46.1 µM), without a hit: at the top dose growth rescue, usual class: activators; active means well fitted activation curve with a large enough effect; further: potency means the concentration at half of the fitted maximal effect; nearly all actives have a fitted effect of over 55% in size
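Yeast A-beta toxicity model in growth medium with pinned compounds, 48 h at 30 C; growth read as absorbance at 600 nm. Normalized to FeCl3/clioquinol equimolar mix (positive) and DMSO (negative).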
The depositor's hits bear a star; i = inactive.

(1) Cc1cccc(C)c1NC(=O)C(c1ccccc1F)n1c(=O)c(-c2ccccc2)nc2ccccc21 (stereo unspecified)
(2) O=C(NCc1cccs1)C1C(=O)Nc2ccccc2C(=O)N1Cc1ccccc1 (stereo unspecified)
(3) O=C(C[C@@H]1CC[C@H](NS(=O)(=O)c2ccccc2F)[C@@H](CO)O1)NCCCN1CCOCC1
(4) Cc1ccc(S(=O)(=O)N2[C@H](CC(=O)c3cccs3)OC[C@@H]2C(C)C)cc1
(5) CC(C)c1cc(C(=O)NCc2ccc(F)cc2)c(N)s1
(6) COc1ccc(OC)c(CN2C(=O)CN(S(C)(=O)=O)CC2(C)C(=O)Nc2c(C)cccc2C)c1 (stereo unspecified)

compound no.	1	2	3	4	5	6
Akt phos inh	i	i	i	i	i	i
Abeta yeast res	3%	-10%	2%	-13%	8%	-3%

(7) Cc1ccc(N2CCN(C3C(=O)Nc4ccccc4-n4nnnc43)CC2)cc1 (stereo unspecified)
(8) Cc1cccc(C)c1NC(=O)C(C1CC1)n1c(=O)c(-c2ccccc2)nc2ccccc21 (stereo unspecified)
(9) CC1(C(=O)NCc2ccccc2)CSCC(=O)N1CCCN1CCOCC1 (stereo unspecified)
(10) CCCCNC(=O)C(NC(=O)c1cnc(C)cn1)C(=O)c1ccccc1 (stereo unspecified)
(11) O=C(C[C@H]1C=C[C@@H](NC(=O)c2ccncc2)[C@@H](CO)O1)NCC1CC1
(12) COc1ccc(NC(=O)C(c2ccc(C(F)(F)F)cc2)n2c(=O)c(-c3ccco3)nc3ccccc32)cc1 (stereo unspecified)

compound no.	7	8	9	10	11	12
Akt phos inh	i	i	i	i	i	i
Abeta yeast res	0%	8%	-12%	6%	-1%	14%

Continued, starting with the last three of the part before.
(10) CCCCNC(=O)C(NC(=O)c1cnc(C)cn1)C(=O)c1ccccc1 (stereo unspecified)
(11) O=C(C[C@H]1C=C[C@@H](NC(=O)c2ccncc2)[C@@H](CO)O1)NCC1CC1
(12) COc1ccc(NC(=O)C(c2ccc(C(F)(F)F)cc2)n2c(=O)c(-c3ccco3)nc3ccccc32)cc1 (stereo unspecified)
(13) O=C(NCC[C@H]1CC[C@H](NS(=O)(=O)c2ccc(F)cc2)[C@@H](CO)O1)c1ccc2c(c1)OCO2
(14) Cc1cnc(-c2nc3ccccc3n2C(C(=O)Nc2c(C)cccc2C)C2CC2)cn1 (stereo unspecified)
(15) CC1(C(=O)Nc2ccc3c(c2)OCCO3)CN(S(C)(=O)=O)CC(=O)N1CCc1ccccc1F (stereo unspecified)
(16) CC1(C(=O)Nc2ccc3c(c2)OCCO3)CN(S(C)(=O)=O)CC(=O)N1Cc1cccs1 (stereo unspecified)
(17) O=C(NC1CCCCC1)C(c1ccnc2ccccc12)n1c(=O)c(-c2cc3ccccc3[nH]2)nc2ccccc21 (stereo unspecified)
(18) COC(=O)C[C@@H]1C=C[C@@H](NS(=O)(=O)c2cccc(OC)c2)[C@@H](CO)O1

compound no.	10	11	12	13	14	15	16	17	18
Akt phos inh	i	i	i	i	i	i	i	i	i
Abeta yeast res	6%	-1%	14%	-8%	2%	-13%	-11%	1%	-5%

4 entries drawn at random from the list so far:
(16) CC1(C(=O)Nc2ccc3c(c2)OCCO3)CN(S(C)(=O)=O)CC(=O)N1Cc1cccs1 (stereo unspecified)
(13) O=C(NCC[C@H]1CC[C@H](NS(=O)(=O)c2ccc(F)cc2)[C@@H](CO)O1)c1ccc2c(c1)OCO2
(14) Cc1cnc(-c2nc3ccccc3n2C(C(=O)Nc2c(C)cccc2C)C2CC2)cn1 (stereo unspecified)
(18) COC(=O)C[C@@H]1C=C[C@@H](NS(=O)(=O)c2cccc(OC)c2)[C@@H](CO)O1

compound no.	16	13	14	18
Akt phos inh	i	i	i	i
Abeta yeast res	-11%	-8%	2%	-5%

Carrying on.
(19) Cn1cnc(S(=O)(=O)N2C[C@@H](O)COC[C@@H]3O[C@H](CC(=O)NC4CCC4)CC[C@H]32)c1
(20) O=C(NC1CCCCC1)C(c1ccccc1)n1c(=O)c(-c2ccco2)nc2ccccc21 (stereo unspecified)
(21) Cc1cc2c(cc1C)-n1nnnc1C(N(Cc1ccccc1)Cc1ccccc1)C(=O)N2 (stereo unspecified)
(22) CSCCC(C(=O)Nc1c(C)cccc1C)n1c(-c2cc(C)cs2)nc2ccccc21 (stereo unspecified)
(23) COc1cccc(OC)c1C(=O)NCCNc1nc2cc(C)cc(C)c2cc1C#N
(24) CO[C@H]1CN(C)C(=O)c2ccc(NS(=O)(=O)c3ccccc3F)cc2OC[C@H](C)NC[C@@H]1C

compound no.	19	20	21	22	23	24
Akt phos inh	i	i	i	i	i	i
Abeta yeast res	0%	3%	2%	-18%	-11%	-13%

Copied from the list:
Abeta yeast res result of entry 22 reads -18%
Abeta yeast res result of entry 23 reads -11%
Abeta yeast res result of entry 21 reads 2%
Abeta yeast res result of entry 19 reads 0%

(listing goes on)
(25) C=CCC(NC(=O)N(C)C)(C(C)=O)C(=O)OC (stereo unspecified)
(26) COC(=O)[C@]12CCCCC=C1N(Cc1ccc3c(c1)OCO3)C(=O)[C@H](CC(=O)NCCCN1CCCC1=O)C2
(27) CCCCCCCCN1C(=O)[C@H](CC(=O)NCc2ccc(C)o2)C[C@@]2(C(=O)OCC)CCC=C12
(28) CC(C)(C)NC(=O)C(c1ccncc1)n1c(=O)c(-c2cc3ccccc3[nH]2)nc2ccccc21 (stereo unspecified)
(29) Cc1cccc(C)c1NC(=O)C(c1ccnc2ccccc12)n1c(=O)c(-c2ccccc2)nc2ccccc21 (stereo unspecified)
(30) Cc1cccc(C)c1NC(=O)C1(C)CN(S(C)(=O)=O)CC(=O)N1Cc1ccc2c(c1)OCO2 (stereo unspecified)

compound no.	25	26	27	28	29	30
Akt phos inh	i	i	i	i	i	i
Abeta yeast res	-7%	-4%	-6%	17%	0%	-9%

(31) COc1ccc(NC(=O)c2cc(-c3sc(NC(=O)c4ccccc4)nc3C)n(Cc3ccccc3)n2)cc1
(32) COC(=O)C(C(=O)OC)c1ccccc1NC(=O)OCc1ccccc1
(33) Cc1cccc(C)c1NC(=O)C1(C)CSCC(=O)N1CCc1ccccc1F (stereo unspecified)
(34) Cc1cccc(C)c1NC(=O)C(c1ccccc1F)n1c(=O)c(-c2ccco2)nc2ccccc21 (stereo unspecified)
(35) CSCCC(C(=O)Nc1c(C)cccc1C)n1c(-c2ccc(-c3ccccc3)cc2)nc2ccccc21 (stereo unspecified)
(36) COC(=O)C[C@@H]1CC[C@H](NC(=O)Nc2ccc(OC)cc2)[C@@H](CO)O1

compound no.	31	32	33	34	35	36
Akt phos inh	i	i	i	i	i	i
Abeta yeast res	-1%	-8%	1%	0%	6%	-4%

The final two entries of the section above open the next one:
(35) CSCCC(C(=O)Nc1c(C)cccc1C)n1c(-c2ccc(-c3ccccc3)cc2)nc2ccccc21 (stereo unspecified)
(36) COC(=O)C[C@@H]1CC[C@H](NC(=O)Nc2ccc(OC)cc2)[C@@H](CO)O1
(37) O=C(C[C@H]1CC[C@@H]2[C@H](COC[C@H](O)CN2C(=O)c2cnccn2)O1)NCc1ccc(Cl)cc1
(38) Cc1ccccc1CN1C(=O)CN(S(C)(=O)=O)CC1(C)C(=O)Nc1c(C)cccc1C (stereo unspecified)
(39) Cc1ccccc1S(=O)(=O)N1C(c2ccc(Cl)cc2)CC=C(C(=O)O)C1c1cccc(Cl)c1 (stereo unspecified)
(40) COc1ccc(S(=O)(=O)N2C[C@@H](O)COC[C@@H]3O[C@H](CC(=O)NCCCN4CCOCC4)CC[C@H]32)cc1
(41) COC(=O)[C@@]12C[C@@H](CC(=O)N3CCN(C(=O)c4ccco4)CC3)C(=O)N(Cc3cccc4ccccc34)C1=CCC(C)(C)C2
(42) CO[C@@H]1CN(C)C(=O)c2cc(NC(=O)Nc3cc(F)ccc3F)ccc2OC[C@H](C)N(C(=O)c2ccccn2)C[C@@H]1C

compound no.	35	36	37	38	39	40	41	42
Akt phos inh	i	i	i	i	i	i	i	i
Abeta yeast res	6%	-4%	-2%	-12%	-15%	1%	14%	0%

(43) COC(=O)[C@]12CCCCC=C1N(CCc1ccc(OC)c(OC)c1)C(=O)[C@H](CC(=O)N1CCSCC1)C2
(44) CCCCNC(=O)c1nc(C2CCN(S(=O)(=O)c3ccc(C(F)(F)F)cc3)CC2)oc1-c1ccccc1
(45) COC(=O)[C@@]12C[C@@H](CC(=O)N3CCCCC3)C(=O)N(Cc3ccc4c(c3)OCO4)C1=CCC(C)(C)C2
(46) COC(=O)[C@]12CCCCC=C1N(Cc1ccc3c(c1)OCO3)C(=O)[C@H](CC(=O)N1CCSCC1)C2
(47) COC(=O)C1=CN(c2cccc(OCc3ccccc3)c2)C(N)=C(C#N)C1c1ccccc1 (stereo unspecified)
(48) COC(=O)C[C@@H]1CC[C@H](NC(=O)c2cnccn2)[C@@H](CO)O1

compound no.	43	44	45	46	47	48
Akt phos inh	i	i	i	i	i	i
Abeta yeast res	-4%	-3%	3%	14%	6%	2%

(49) O=C(C[C@@H]1CC[C@H](NC(=O)Nc2ccc(F)cc2)[C@@H](CO)O1)NCc1cccc(F)c1
(50) COc1ccc(NC(=O)C(C2CC2)n2c(=O)c(-c3cc4ccccc4[nH]3)nc3ccccc32)cc1 (stereo unspecified)
(51) O=C1c2c(-c3ccc(Br)cc3)noc2CCN1Cc1cn(-c2ccccc2)nn1
(52) COC(=O)C[C@@H]1C=C[C@@H](NS(=O)(=O)c2ccc(OC)cc2)[C@@H](CO)O1
(53) CC(C)(C)NC(=O)C(c1ccc(C#N)cc1)n1c(=O)c(-c2ccco2)nc2ccccc21 (stereo unspecified)
(54) Nc1ccc(CNC(=O)c2cc3cc(Cl)ccc3nc2N)cc1

compound no.	49	50	51	52	53	54
Akt phos inh	i	i	i	i	i	i
Abeta yeast res	3%	-13%	-2%	3%	-4%	-9%

(55) COc1cccc(C(=O)Nc2ccc3c(c2)OC[C@H](C)N(C(=O)C2CCCC2)C[C@@H](C)[C@@H](OC)CN(C)C3=O)c1
(56) Cc1cccc(C)c1NC(=O)C(c1ccccc1)n1c(=O)c(-c2ccccc2)nc2ccccc21 (stereo unspecified)
(57) COC(=O)C[C@@H]1CC[C@H](NC(=O)Nc2cccc(F)c2)[C@@H](CO)O1
(58) CC(C)(C)NC(=O)C(C1CC1)n1c(=O)c(-c2cc3ccccc3[nH]2)nc2ccccc21 (stereo unspecified)
(59) CCCCCCCCN1C(=O)[C@H](CC(=O)NCCCOC)C[C@@]2(C(=O)OC)CC(C)(C)CC=C12

compound no.	55	56	57	58	59
Akt phos inh	i	i	i	i	i
Abeta yeast res	4%	3%	-9%	20%	3%

This is a subset (hit frequency here may not be typical).
